Assay outcomes as filed in PubChem.
STEP block = inhibitors of human striatal-enriched phosphatase STEP | P54829 | recombinant STEP, OMFP fluorogenic substrate, fluorescence | inhibition, % at 20 µM | 0.25% of 360,000 active;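 active = inhibition at 20 µM, scaled per plate between control wells, above about 37%, limit read from the data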;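 also: 0% = DMSO with enzyme and substrate and 100% = substrate only without enzyme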
Target sequence (P54829 whole entry, looked up): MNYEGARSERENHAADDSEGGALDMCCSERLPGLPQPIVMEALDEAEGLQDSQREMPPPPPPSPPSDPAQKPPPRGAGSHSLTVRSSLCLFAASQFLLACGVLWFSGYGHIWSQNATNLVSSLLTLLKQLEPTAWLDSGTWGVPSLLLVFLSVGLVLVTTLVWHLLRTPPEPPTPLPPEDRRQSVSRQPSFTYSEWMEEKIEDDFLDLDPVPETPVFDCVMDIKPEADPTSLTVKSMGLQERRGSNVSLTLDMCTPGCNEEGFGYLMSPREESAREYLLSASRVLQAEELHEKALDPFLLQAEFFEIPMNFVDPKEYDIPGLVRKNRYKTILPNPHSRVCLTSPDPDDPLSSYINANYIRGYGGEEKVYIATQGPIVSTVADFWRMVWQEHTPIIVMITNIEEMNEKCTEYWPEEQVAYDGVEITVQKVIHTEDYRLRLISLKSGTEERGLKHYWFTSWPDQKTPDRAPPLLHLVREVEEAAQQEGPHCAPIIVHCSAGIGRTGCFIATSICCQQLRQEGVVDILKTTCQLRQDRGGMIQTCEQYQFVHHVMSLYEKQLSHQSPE
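Also added – OMFP at 25 µM · Test system – STEP tyrosine phosphatase · Technique – FITC-channel fluorescence of OMFP product · Schedule – 20 min at room temperature, dark · Evaluation – control-normalized % inhibition with plate pattern correction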
DNMT1 block = blocks human DNA methyltransferase DNMT1; P26358; DNMT1 molecular beacon, Hinp1I cleavage, fluorescence; inhibition (reported as % activation of signal), % at 10 µM; 0.83% of 360,000 active; in the data active = inhibition above about 50%
Scp-1 inhibitor = Scp-1 (human) phosphatase inhibition | 0.88% of 340,000 active | inhibition, % at 20 µM | Recombinant Scp1, phosphopeptide, malachite green phosphate absorbance | AID 493091;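 active = inhibition above about 50% at 20 µM, limit read from the data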;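 also: plate controls were DMSO wells with enzyme for no effect and wells lacking enzyme for full effect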
Target sequence (Q9GZU7 76-261 limits assumed): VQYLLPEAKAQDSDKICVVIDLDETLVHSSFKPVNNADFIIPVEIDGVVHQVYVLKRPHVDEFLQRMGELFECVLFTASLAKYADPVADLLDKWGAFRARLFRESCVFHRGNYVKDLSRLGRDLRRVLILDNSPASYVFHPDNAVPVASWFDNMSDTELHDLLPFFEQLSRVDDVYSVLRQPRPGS
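Material: truncated SCP-1 phosphatase (76-261aa) / Buffer or medium: 50 mM Tris acetate pH 5.5, 0.005% Tween-20, 10 mM MgCl2 / Compound dosing: one concentration, 20 µM, with 1.0% DMSO / Incubation: 45 min room-temperature reaction, 5 min colour, 30 min stabiliser / Detection: colorimetric free-phosphate detection, absorbance 630 nm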
eLon inh = inhibits E. coli Lon protease. P0A9M0. purified E. coli Lon protease, fluorescence polarization. inhibition, % at 7.94 µM. 0.42% of 360,000 active. AID 602123; in the data active = inhibition above about 13%, passing the limit was not always enough;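 also: 0% = enzyme with probe and DMSO and 100% = no enzyme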
TbMetRS inhib = Trypanosoma brucei MetRS inhibition | purified T. brucei MetRS, ATP depletion, Kinase-Glo luminescence | inhibition, % at 11.9 µM | 0.4% of 360,000 active;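 active = inhibition above a per-plate cutoff of the control wells' mean inhibition plus 3 SD, cut at about 5.5% in these data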;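 also: 0% = DMSO wells median and 100% = median of wells with control inhibitor compound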
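Material: parasite MetRS enzyme / Replication: singlicate, one well per compound / Signal: luminescence of leftover ATP / Schedule: 2 h aminoacylation at 25 °C after 15 min preincubation / Medium: HEPES-MgCl2-KCl buffer plus DTT, spermine, BSA, pyrophosphatase / Doses: 11.9 µM single point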
SUMO1 PPI mod = SUMO1-SIM interaction modulation; 0.33% of 360,000 active; SUMO1 binding to a labelled peptide, TR-FRET, 1 h; P63165; inhibition, % at 20 µM; AID 602429; in the data active = inhibition above about 37%
Target sequence (P63165 whole entry, looked up): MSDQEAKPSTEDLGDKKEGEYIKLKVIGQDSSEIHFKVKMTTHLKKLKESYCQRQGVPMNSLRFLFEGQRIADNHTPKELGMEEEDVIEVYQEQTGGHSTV
LMPTP inh = LMPTP (human) inhibition | inhibition, % at 20 µM | P24666 | recombinant LMPTP-A, OMFP fluorogenic substrate, fluorescence intensity | 0.22% of 360,000 active;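 active = compounds that cut the enzyme signal by at least half of the control window in the single-dose screen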;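 also: plate controls were DMSO wells with enzyme plus substrate for no effect and substrate without enzyme for full effect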
Target sequence (P24666 whole entry, looked up): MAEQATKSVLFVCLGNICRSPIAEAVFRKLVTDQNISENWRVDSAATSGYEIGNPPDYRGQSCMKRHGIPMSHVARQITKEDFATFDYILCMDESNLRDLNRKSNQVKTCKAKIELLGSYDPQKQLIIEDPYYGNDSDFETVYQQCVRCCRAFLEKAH
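test system = LMPTP-A | amount = 0.625 nM LMPTP-A final | reagent = fluorogenic phosphatase substrate OMFP at 400 µM final | incubation = 50 min at room temperature | benchmarks = no-enzyme low control, uninhibited high control | medium = Bis-Tris pH 6.0, DTT, detergent | signal = fluorescence intensity of OMFP turnover product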
NRP1-CendR mod = NRP-1/CendR interaction modulation; inhibition, % at 25 µM; AID 602438; O14786; 0.85% of 360,000 active; FAM-RPARPAR peptide binding to NRP-1, fluorescence polarization;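 active = inhibition or corrected inhibition above about 18%, plus a signal ratio from 0.5 to 1.5, limit read from the data, passing the limit was not always enough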; also: strong numbers were not always called active
MsrA inh = inhibits bovine methionine sulfoxide reductase A. purified bovine MsrA, absorbance read-out. inhibition, % at 15.5 µM. 0.75% of 360,000 active. AID 651718; in the data active = inhibition above about 4.5%;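 also: 0% = vehicle wells with enzyme and 100% = reference inhibitor wells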
bovine MsrA act = activators of bovine methionine sulfoxide reductase A | purified bovine MsrA, absorbance read-out | activation, % at 10.6 µM | 0.3% of 360,000 active; in the data active = activation above about 7.5%;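 also: 0% = vehicle and 100% = reference activator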
* = called active by the depositor; . = not tested or not shown.

SMILES	STEP block	DNMT1 block	Scp-1 inhibitor	eLon inh	TbMetRS inhib	SUMO1 PPI mod	LMPTP inh	NRP1-CendR mod	MsrA inh	bovine MsrA act
O=C(NCc1cccnc1)c1ccccc1NS(=O)(=O)c1ccc(F)cc1F	-0.5	-0.9	-10.7	2.2	0.0	-3.7	-1.4	11.7	0.2	-3.8
O=C(Nc1nc(-c2ccc(Cl)cc2)cs1)c1cccnc1	-0.6	17.3	5.2	1.2	-0.3	1.0	0.0	-8.5	-0.2	-2.8
Cc1ccccc1Oc1ccc2c(c1)[C@@H]1C[C@H]3[C@@H](C(=O)N1CC2)[C@H](C)ON3C	3.4	-4.6	8.2	0.4	-0.2	3.1	0.2	-19.6	0.5	-1.1
COc1ccccc1NC(=O)COC(=O)c1cc([N+](=O)[O-])ccc1N1CCCC1	2.8	-4.2	-16.3	-5.6	-0.1	-32.8	3.0	-4.0	-0.2	-3.6
Oc1cccc2cc(-c3ccncc3)cnc12	3.1	1.1	.	-4.9	-0.9	-5.8	4.1	-0.1	0.3	-3.4
Fc1ccccc1CNC(=S)NCc1ccc(Cl)cc1	0.4	4.0	-5.0	-3.6	-0.2	2.5	0.9	11.3	-0.1	-2.2
COC(=O)[C@@]1(Cc2ccc(F)cc2)[C@H]2c3cc(C(=O)N(C)C)n(CCCNc4ncc(C(F)(F)F)cc4Cl)c3C[C@H]2CN1C(=O)c1ccccc1	.	.	.	9.0	-0.8	8.2	6.0	-3.5	0.8	-2.8
CN1CCN(C(=O)c2ccc(Cl)cc2)CC1	-2.0	1.7	-3.9	-4.7	0.0	2.5	-1.7	11.2	-0.4	-2.5
COc1cc(OC)cc(C(=O)Nc2ccc(NC(=O)c3ccco3)c(Cl)c2)c1	-1.5	-2.7	4.8	7.0	-0.7	3.3	12.2	-4.5	-0.2	-9.2
CCOc1cccc(C(=O)NC(=S)Nc2cccc(NC(=O)c3ccccc3Cl)c2)c1	2.1	-3.0	-15.6	-0.8	0.6	-0.7	3.2	3.1	2.2	-5.0
CC(OCC(O)CNCC1COc2ccccc2O1)c1ccc(Cl)cc1 (stereo not drawn)	-1.6	-0.5	-0.3	-6.0	0.2	4.7	-1.3	0.2	-1.6	-1.8
COCC(C)n1c(C)cc(C(=O)COC(=O)c2cnc(Cl)c(Cl)c2)c1C (stereo not drawn)	1.4	4.2	-7.3	-7.8	-0.3	1.5	0.9	-2.5	-0.4	-6.1
O=C(Cc1ccc(Cl)c(Cl)c1)N/N=C/c1cccnc1	-0.4	-3.7	-4.6	-7.0	1.5	-12.9	1.1	0.6	-0.4	-0.6
COc1cc(OC)c(NC(=O)Cc2cccs2)cc1Cl	-0.6	0.3	-2.0	9.7	-1.4	-1.1	-0.9	-1.0	0.8	-6.5
CCOc1ccc(C(=O)NCC(=O)OCC(=O)Nc2cccc(S(=O)(=O)N3CCCC3)c2)cc1	2.5	-1.2	-5.6	-7.5	0.7	47.9*	0.2	-7.7	0.8	-4.0
C/C=C(\C)C(=O)Nc1cccc(C2=NOC3(C2)C[C@@H](C(N)=O)N(C(=O)c2ccccc2C(=O)c2ccccc2)C3)c1 (stereo partly drawn)	-1.1	-8.7	-3.6	-18.2	0.4	5.1	-0.9	2.1	0.7	-0.3
N#Cc1c(F)cccc1N1CCN(Cc2ccc3c(c2)OCO3)CC1	-0.3	-0.7	-0.6	0.4	-0.1	3.6	0.8	10.8	0.5	0.6
CN1CCN(c2nc3c(c(=O)[nH]c(=O)n3C)n2Cc2ccccc2F)CC1	-0.4	7.7	-11.7	-2.8	0.1	6.1	-2.9	10.6	.	-2.9
C=CCn1c(SCC(=O)Nc2nccs2)nnc1-c1cc2cccc(OC)c2o1	-0.3	7.9	2.3	10.7	-1.0	0.0	0.0	-6.3	-1.4	-11.5
CCn1c2ccccc2c2nnc(SCC(=O)NC3CCS(=O)(=O)C3)nc21 (stereo not drawn)	-2.9	2.9	-1.2	-12.0	-0.3	-3.7	-1.7	2.7	0.1	-1.6
C#CCNC(=O)C[C@@H]1C[C@@]2(C(=O)OCC)CCCC=C2N(Cc2ccc(Cl)cc2Cl)C1=O	.	.	.	-4.4	0.1	10.7	-0.7	11.1	0.6	-2.7
CC(O)(c1cccc(F)c1)c1nc(-c2cc3ccccc3o2)cs1 (stereo not drawn)	-2.9	-9.0	.	-10.2	-0.3	-4.9	0.8	-20.3	0.1	1.3
COc1cc(OC)cc(C(=O)O/N=C(\N)c2ccccn2)c1	3.9	0.5	0.6	1.0	0.8	-7.6	-0.5	5.6	0.7	-1.2
COC(=O)c1ccc(C)c(NC(=O)c2nn(C)c(=O)c3ccccc23)c1	1.6	18.8	-0.3	-4.6	-0.6	-0.9	-1.0	4.1	-0.6	-3.2
Cc1ccc(C(C)C)c(OCC(=O)N/N=C/c2ccc(S(=O)(=O)O)o2)c1	0.2	0.5	-0.8	-2.9	0.3	-6.9	-0.8	-1.7	1.1	-3.4
C/C(=N\NC(=O)Cn1nc(C)c([N+](=O)[O-])c1C)c1ccc(O)cc1	1.8	6.6	-2.3	-3.0	-0.1	-0.3	-1.7	9.7	-0.6	-4.2
Cc1ccc(Nc2nc(-c3c(C)nc4ccccn34)cs2)cc1	2.1	-5.8	-7.7	-1.7	-0.1	2.2	7.0	2.0	2.1	1.0
COC(=O)CCNC(=O)CCc1ccc(S(=O)(=O)N2CCCCCC2)cc1	11.2	6.3	-1.4	2.2	0.0	3.2	-0.5	-1.0	1.4	-1.0
CC(=O)Nc1ccc(NC(=O)C/C(C)=N/NC(=O)C(=O)N2CCCC2)cc1	-3.7	-2.3	-5.0	-4.0	-0.2	-4.3	-1.6	5.0	1.0	-3.5
COc1ccccc1C(=O)NCCCNc1nc2cc(C)cc(C)c2cc1C#N	3.1	-6.1	.	-11.8	-0.8	0.3	0.1	-2.6	1.6	1.8
O=C1CC[C@@H](CN(Cc2ccccn2)Cc2nc(-c3ccc(C(F)(F)F)cc3)no2)N1	1.0	1.3	-8.5	-2.3	-0.3	0.9	-1.6	4.3	-2.1	-4.2
CCOC(=O)c1ccc(NC(=O)C2CCCN(c3cnccn3)C2)cc1 (stereo not drawn)	2.1	-0.2	-2.5	-0.4	0.8	3.9	1.2	6.0	1.3	-0.4
CC(=O)c1ccc(N2CCN(C(=O)COc3ccc4ccccc4c3)CC2)cc1	-1.8	0.2	.	-6.3	-0.2	2.3	0.1	7.6	0.1	-0.1
N#Cc1ccsc1NC(=O)c1cnccn1	-1.7	2.0	3.5	2.6	-0.5	2.2	1.2	4.3	0.7	-2.0
Cc1c(C)c2c(OCC(=O)NCC(C)C)cc3c(c2oc1=O)CCC(C)(C)O3	0.8	-0.9	-4.0	1.7	0.8	-1.2	-0.3	3.6	0.7	-1.7
COc1ccccc1N1CCN(S(=O)(=O)c2ccc(-c3cnc(C4CC4)o3)cc2)CC1	0.8	-3.1	-2.3	-9.5	-0.3	-3.8	4.1	12.1	-0.3	-2.5
O=C(CCS(=O)(=O)c1cccc2nsnc12)N1CCN(c2ccccc2F)CC1	-1.2	0.3	-3.4	0.5	-0.5	-16.4	0.6	8.0	-0.2	2.9
Cc1ccc(-c2csc(NCCn3c(-c4ccncc4)nc4cc(C(F)(F)F)ccc43)n2)cc1	-3.4	-12.9	-3.0	5.4	0.8	3.6	2.0	19.8	2.4	-6.7
COC(=O)C1=C(C)C(c2ccc(OC)cc2)NC(=O)N1 (stereo not drawn)	-1.8	5.9	5.8	-1.7	-0.7	-1.0	-0.5	6.2	-1.3	-3.1
O=C(CCn1ccc2cc(S(=O)(=O)N3CCCC3)ccc21)NCc1ccccc1	-2.2	-1.2	-3.1	3.1	0.4	-1.9	-0.2	6.8	0.2	-0.8
COc1ccc(OCCCC(=O)Nc2cccc(S(=O)(=O)N3CCCCCC3)c2)cc1	0.7	-4.3	-10.2	9.6	0.0	7.5	3.0	5.3	0.6	-3.2
COc1ccc(NC(=O)c2ccccc2[N+](=O)[O-])cc1OC	0.3	1.8	4.0	-3.1	-0.9	-12.5	-0.6	3.8	0.3	-7.1
C/C(=N/NC(=O)CNC(=O)COc1cccc(C)c1)c1ccco1	-0.1	3.0	-7.3	-6.9	-0.5	-8.2	-0.9	13.8	0.3	-7.7
N#C/C(=C\c1ccc(O)c(O)c1)C(=O)NCCc1ccccc1	-0.6	3.4	-13.9	-9.2	-0.9	-19.3	-1.4	-62.2	1.0	-5.8
COC(=O)C1CCN(C(=O)c2ccc(OC3CCN(Cc4ccccn4)CC3)cc2)CC1	-0.8	-5.0	-3.0	3.7	-0.3	-0.2	-0.7	-2.8	-1.1	-0.1
O=[N+]([O-])c1ccc(CSC2=NCCN2)cc1	-0.1	-2.8	-3.5	-3.4	0.0	-9.1	-1.2	10.5	-0.5	-2.5
O=C(NCc1nnc(SCC(=O)N2CCN(c3ccccc3)CC2)o1)c1c(F)cccc1F	-1.9	2.3	3.8	-1.9	-0.5	0.3	-2.4	4.6	0.3	-14.4
CCn1c2ccccc2c2cc(NC(=O)C(=O)N3CCOCC3)ccc21	5.5	-7.0	3.5	2.7	-0.4	2.9	1.7	-11.0	2.9	-5.9

An excerpt from above in order of the SUMO1 PPI mod value, largest number first:
| SMILES | SUMO1 PPI mod |
| --- | --- |
| O=C(NCc1nnc(SCC(=O)N2CCN(c3ccccc3)CC2)o1)c1c(F)cccc1F | 0.3 |
| COC(=O)C1CCN(C(=O)c2ccc(OC3CCN(Cc4ccccn4)CC3)cc2)CC1 | -0.2 |
| CC(O)(c1cccc(F)c1)c1nc(-c2cc3ccccc3o2)cs1 (stereo not drawn) | -4.9 |

Next part
SMILES	STEP block	DNMT1 block	Scp-1 inhibitor	eLon inh	TbMetRS inhib	SUMO1 PPI mod	LMPTP inh	NRP1-CendR mod	MsrA inh	bovine MsrA act
COc1ccc(Oc2c(C)oc3c(CN(C)C)c(O)ccc3c2=O)cc1	-3.0	1.3	-2.8	-1.8	-0.3	5.1	0.3	-9.0	2.3	-2.8
O=C(NCc1ccccc1)Nc1cc(Cl)ccc1Cl	1.1	2.2	-5.2	15.3	-0.9	-3.5	3.8	5.2	0.7	-14.3
CCC(Nc1ccc(OC)cc1)C(=O)N/N=C/c1ccc([N+](=O)[O-])cc1 (stereo not drawn)	-3.1	-4.5	-5.2	-3.4	-0.6	-22.3	-0.4	-1.5	1.7	-3.6
CCN(c1ccccc1)S(=O)(=O)c1ccc(C(=O)N2CCN(c3ccccc3F)CC2)cc1	3.5	0.4	.	5.9	0.1	5.4	1.2	-1.2	-0.2	-0.6
